# Bcl-B Bim block = human Bim-Bcl-B interaction inhibition; inhibition, % at 10 µM; bead-based flow cytometry, Bim peptide-Bcl-B binding; actives 0.073% (n = 190,000); Q9HD36;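 note: 0% = tracer peptide without compound and 100% = reference inhibitor peptide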
# Target sequence (Q9HD36 whole entry, looked up): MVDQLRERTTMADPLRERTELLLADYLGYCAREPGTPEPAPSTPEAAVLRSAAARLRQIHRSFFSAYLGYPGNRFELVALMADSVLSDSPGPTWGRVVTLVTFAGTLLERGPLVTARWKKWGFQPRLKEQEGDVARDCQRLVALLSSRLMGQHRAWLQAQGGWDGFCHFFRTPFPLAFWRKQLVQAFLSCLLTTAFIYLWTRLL
# Bim-Mcl-1 = disrupts Bim peptide binding to human Mcl-1 | Q07820 | actives 0.1% (n = 190,000) | Bead-based flow cytometry, Bim peptide-Mcl-1 binding | AID 1009 | inhibition, % at 10 µM;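 note: 0% = no compound tracer wells and 100% = peptide blocker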
# Target sequence (Q07820 whole entry, looked up): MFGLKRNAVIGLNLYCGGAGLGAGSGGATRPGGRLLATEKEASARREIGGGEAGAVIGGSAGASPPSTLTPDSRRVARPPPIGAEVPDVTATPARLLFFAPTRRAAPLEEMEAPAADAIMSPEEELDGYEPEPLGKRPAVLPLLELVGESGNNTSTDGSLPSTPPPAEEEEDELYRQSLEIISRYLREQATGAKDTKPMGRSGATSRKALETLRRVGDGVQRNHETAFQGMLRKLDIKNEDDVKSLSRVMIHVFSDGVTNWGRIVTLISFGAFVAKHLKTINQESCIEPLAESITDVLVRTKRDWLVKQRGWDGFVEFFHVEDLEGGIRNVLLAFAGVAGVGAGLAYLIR
# Bim-Bcl-XL = human Bim-Bcl-XL interaction inhibition; Q07817; Bim peptide-Bcl-XL binding, bead flow cytometry, fluorescence; inhibition, % at 10 µM; actives 0.04% (n = 190,000); AID 1007
# Target sequence (Q07817 whole entry, looked up): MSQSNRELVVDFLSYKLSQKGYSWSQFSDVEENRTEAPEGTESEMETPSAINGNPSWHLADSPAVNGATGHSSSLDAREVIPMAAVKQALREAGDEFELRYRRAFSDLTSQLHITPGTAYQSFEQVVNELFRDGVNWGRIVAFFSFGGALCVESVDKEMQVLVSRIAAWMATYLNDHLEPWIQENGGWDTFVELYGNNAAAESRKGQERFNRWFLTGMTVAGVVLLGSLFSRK
# Bcl-W Bim block = disrupts Bim peptide binding to human Bcl-W; Q92843; bead-based flow cytometry; inhibition, % at 10 µM; actives 0.02% (n = 190,000);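 note: 0% = bound tracer without compound and 100% = peptide blocker; higher means less fluorescent Bim peptide bound to Bcl-W beads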
# Target sequence (Q92843 whole entry, looked up): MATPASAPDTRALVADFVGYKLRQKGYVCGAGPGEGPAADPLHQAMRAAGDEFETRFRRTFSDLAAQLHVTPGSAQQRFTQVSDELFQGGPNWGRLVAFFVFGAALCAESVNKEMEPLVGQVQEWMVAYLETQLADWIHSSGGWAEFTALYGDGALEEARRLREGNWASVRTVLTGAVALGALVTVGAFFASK
# RGS4-Gao reg = human RGS4-Galphao interaction regulation; P09471; Multiplexed bead flow cytometry, RGS4-Galphao binding; actives lie on both sides; binding response (% of control), % at 10 µM; actives 0.33% (n = 220,000); in the data active = binding response below about 49% or above about 150%; inactive = in between;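 note: fluorescent Galphao activated with aluminum fluoride binding bead-coupled RGS4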
# Bcl-2 Bim block = disrupts Bim peptide binding to human Bcl-2; Bead-based flow cytometry, Bim peptide-Bcl-2 binding; inhibition, % at 10 µM; actives 0.06% (n = 190,000); AID 950; in the data active = inhibition above about 40%; inconclusive = no clear call, values can overlap the other calls;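 note: 0% = no compound wells with probe peptide and 100% = reference peptide inhibitor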
# Mcl1 Bid PPI = disrupts binding of human Mcl-1 to Bid peptide. TR-FRET Mcl-1/Bid-Dy647 peptide binding, 1536-well. inhibition, % at 21.7 µM. actives 0.97% (n = 220,000);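 active = compounds that cut the binding signal by more than half at the single screening dose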;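 note: His-tagged Mcl-1 with europium anti-His antibody binding Bid BH3 peptide; 0% = Mcl-1 plus peptide wells and 100% = peptide-only wells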
# Mcl1 Noxa PPI = disrupts binding of human Mcl-1 to Noxa peptide; TR-FRET Mcl-1/Noxa peptide binding, 2 h; inhibition, % at 21.7 µM; actives 1.5% (n = 220,000);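 active = compounds that cut the protein-peptide binding signal by more than 50% relative to plate controls in a single-dose test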;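 note: His-tagged Mcl-1 with rhodamine Noxa BH3 peptide and terbium anti-His antibody; 0% = Mcl-1 plus Noxa peptide wells and 100% = peptide-only wells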
# RGS7-Gao reg = human RGS7-Galphao interaction regulation; P09471; Multiplexed bead flow cytometry, RGS7-Galphao binding; actives lie on both sides; binding response (% of control), % at 10 µM; actives 0.35% (n = 220,000); AID 1439; in the data active = binding response below about 49% or above about 150%; inconclusive = no clear call, values can overlap the other calls; inactive = in between;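 note: fluorescent Galphao held in activated GDP-AlF4 state binding bead-coupled RGS7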
# RGS8-Gao reg = human RGS8-Galphao interaction regulation. P09471. multiplexed bead flow cytometry, RGS8-Galphao binding; actives lie on both sides. response (percent of control binding), % at 10 µM. actives 0.34% (n = 220,000); in the data active = response below about 60% or above about 140%; inactive = in between;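 note: Galphao activated as the GDP aluminium fluoride complex binding bead-coupled RGS8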
# Bfl-1 Bim block = disrupts Bim binding to human Bfl-1 | Q16548 | Bead-based flow cytometry, Bim-Bfl-1 binding inhibition | inhibition, % at 10 µM | actives 0.12% (n = 190,000);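 note: 0% = wells without compound plus tracer and 100% = blocker peptide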
# * hit, by the source's call; ? = inconclusive; . = not tested or not shown. Cut-off read from the data, not from the text of the source, unless noted: active = inhibition above about 40%. No enrichment for hits. Share with any hit: about 2.7%.
SMILES,Bcl-B Bim block,Bim-Mcl-1,Bim-Bcl-XL,Bcl-W Bim block,RGS4-Gao reg,Bcl-2 Bim block,Mcl1 Bid PPI,Mcl1 Noxa PPI,RGS7-Gao reg,RGS8-Gao reg,Bfl-1 Bim block
COc1cc(/C=C2/SC(=NCc3ccccc3)N(Cc3ccccc3)C2=O)ccc1O,1,0,1,-1,102,0,-40,6,97,101,-1
O=c1cc(N2CCc3ccccc32)[nH]c(=O)n1-c1ccccc1Cl,-1,1,-1,0,97,0,-33,10,93,96,-2
O=C(O)CCC(=O)NCC(=O)c1ccc(F)cc1,.,.,.,.,100,.,3,-7,?,104,.
Nc1ccc2c(c1)-c1ccccc1S(=O)(=O)N2,3,2,-3,1,93,5,-61,52*,99,92,1
CN(C)S(=O)(=O)c1ccc(C(=O)Nc2ccccc2SCCC#N)cc1,-13,-1,-4,-2,98,-3,-17,12,104,94,1
CC1(C)CC(=O)C(C(N)=NC(=O)c2ccccc2)=C(O)C1,-3,-3,-2,-3,100,-2,2,10,100,102,-3
Cc1nc2sc(C(c3cccs3)N3CCC4(CC3)OCCO4)c(O)n2n1 (centres undefined),-3,-3,-4,-3,102,0,7,-5,105,99,-4
CC(C)(C)NC(=O)CN(C(=O)CS(=O)CC(=O)Nc1ccc(F)cc1)c1ccc2c(c1)OCCO2 (centres undefined),-8,-1,-5,-1,109,-3,1,5,111,113,-5
CC(=O)c1cc(-c2ccccc2)n(CCC(=O)NC2CCCCCCC2)c1C,-3,-3,-7,-1,101,-6,-40,13,98,99,-13
O=C1Nc2ccccc2C1(O)Cc1ccccn1 (centres undefined),.,.,.,.,97,.,-5,0,?,100,.
O=C1c2ccccc2NC(c2ccccc2)N1/N=C/c1ccccc1 (centres undefined),-2,2,-1,0,102,-2,-3,8,102,103,-3
CCc1noc(C)c1C(=O)NCCc1ccc(OC)c(OC)c1,-11,-7,-7,-5,99,-13,3,-9,98,102,-25
O=C(NC1CC1)C1=C[C@H](c2c[nH]c3ccccc23)C[C@H](OCCCCO)O1,.,.,.,.,91,.,-63,21,?,94,.
N#CC1=C(N)SC(N)=C(C#N)C1Cc1ccccc1,-13,-6,-5,-2,102,-12,-8,7,104,98,-7
O=C(c1ccccc1NS(=O)(=O)c1ccccc1[N+](=O)[O-])N1CCOCC1,-7,-3,-8,-5,98,-4,-22,2,99,96,-6

# Some of the entries above in a different format.
> COc1cc(/C=C2/SC(=NCc3ccccc3)N(Cc3ccccc3)C2=O)ccc1O
  Bcl-B Bim block = 1
  Bim-Mcl-1 = 0
  Bim-Bcl-XL = 1
  Bcl-W Bim block = -1
  RGS4-Gao reg = 102
  Bcl-2 Bim block = 0
  Mcl1 Bid PPI = -40
  Mcl1 Noxa PPI = 6
  RGS7-Gao reg = 97
  RGS8-Gao reg = 101
  Bfl-1 Bim block = -1

> O=c1cc(N2CCc3ccccc32)[nH]c(=O)n1-c1ccccc1Cl
  Bcl-B Bim block = -1
  Bim-Mcl-1 = 1
  Bim-Bcl-XL = -1
  Bcl-W Bim block = 0
  RGS4-Gao reg = 97
  Bcl-2 Bim block = 0
  Mcl1 Bid PPI = -33
  Mcl1 Noxa PPI = 10
  RGS7-Gao reg = 93
  RGS8-Gao reg = 96
  Bfl-1 Bim block = -2

# (listing goes on)
SMILES,Bcl-B Bim block,Bim-Mcl-1,Bim-Bcl-XL,Bcl-W Bim block,RGS4-Gao reg,Bcl-2 Bim block,Mcl1 Bid PPI,Mcl1 Noxa PPI,RGS7-Gao reg,RGS8-Gao reg,Bfl-1 Bim block
CCc1ccc(NC(=O)CC2C(=O)N(c3cccc(C)c3)C(=O)N2C2CC2)cc1 (centres undefined),-3,0,0,2,100,-2,1,15,?,101,-4
CC(C)(C)C1CCC(OC(=O)c2cncc(Br)c2)CC1 (centres undefined),-6,-5,-3,0,104,-3,-14,5,?,104,-6
COc1ccc2cc(CN(CC3CCCO3)S(=O)(=O)c3ccccc3)c(=O)[nH]c2c1 (centres undefined),-5,2,0,5,100,-5,-18,12,97,100,-4
CCN(CC)CCCNC(=O)c1cc2nc3c(c(C(F)(F)F)n2n1)CCc1ccccc1-3,5,-1,0,1,105,4,-40,13,103,101,3
CCNC(=O)Nc1ccc(OC)cc1OC,-3,0,-2,0,103,-3,-39,-13,?,104,-4
CC1CCCCC1NC(=O)c1ccc(S(=O)(=O)N2CCCC2)cc1 (centres undefined),-5,3,2,4,89,-4,-13,5,85,92,-6
CCCCCCSc1nnc(-c2cnn(-c3ccccc3)c2-n2cccc2)n1C,-3,2,1,0,98,-1,-9,14,99,100,-8
CCn1c(=O)cc(O)c2ccccc21,.,.,.,.,98,.,-24,3,99,94,.
CSc1cccc(NC(=O)CN(c2cc(C)ccc2C)S(C)(=O)=O)c1,-7,-3,-6,-2,108,-9,9,17,108,111,-10
CCCN1C=CC(=CC=C(C#N)C#N)C=C1,.,.,.,.,102,.,-48,-15,?,98,.
Cc1cc(C)cc(N(C(=O)c2ccc(Br)o2)C2C=CS(=O)(=O)C2)c1 (centres undefined),0,1,1,1,102,-3,4,19,101,101,-2
O=C(Nc1cccc(F)c1)C1CCCN1S(=O)(=O)c1cccc2cccnc12 (centres undefined),-9,-4,-9,-5,97,-9,-12,2,97,101,-15
O=C(CSc1nnc(-c2cccc(Cl)c2)o1)Nc1ccc2c(c1)OCCO2,.,.,.,.,101,?,13,-13,101,103,.
CC(=O)Nc1ccc(NC(=O)/C=C/c2ccc(Cl)cc2)cc1,-2,-5,-2,-3,104,-7,9,34,104,102,-3
CC(=O)OC(C(=O)NC1CCCCC1)c1ccccc1F (centres undefined),-3,-2,-4,-3,92,-4,-14,6,92,95,-6
O=C(CN1CCN(c2ccccc2F)CC1)c1ccc2cc[nH]c2c1,-6,0,-4,1,102,-4,-18,5,102,101,-10
O=C(Cc1ccc(S(=O)(=O)N2CCOCC2)s1)Nc1ccc2c(c1)CCC2,-2,-1,-4,0,88,-1,-8,-2,93,98,-4
COC(OC)c1ccnc(SCc2ccccc2Cl)n1,.,.,.,.,100,.,-8,3,?,101,.
O=C(Cc1cccc2ccccc12)NCC1CCCO1 (centres undefined),-7,-4,-4,0,97,-13,-25,8,95,99,-18
Cc1cc(C)c(C(=O)CSc2n[nH]c(=O)n2C2CC2)cc1C,0,0,-2,-2,99,-3,-16,-7,101,101,-3
O=C(Nc1ccc2nc(-c3cccnc3)[nH]c2c1)C12CC3CC(CC(C3)C1)C2,-5,0,-1,0,103,1,-8,1,103,102,0
O=C1c2ccccc2-c2c1cccc2C(=O)N1CCCCC1,-4,-2,-4,-2,102,0,5,4,98,103,-2
COc1ccc(Cl)cc1NC(=O)c1cc(-c2cc(C)ccc2O)n[nH]1,.,.,.,.,100,.,-13,-22,?,102,.
COC(=O)c1c(NC(=S)Nc2cc(OC)c(Cl)cc2OC)sc2c1CCCCC2,-5,-3,-2,0,101,0,-89,-25,104,100,0
O=C(CCc1c[nH]c2ccccc12)NCC1COc2ccccc2O1 (centres undefined),0,0,0,-1,102,0,-49,7,104,102,0
Cc1cc(C)cc(N2C(=O)CSC2c2ccccn2)c1 (centres undefined),0,-1,-6,-1,101,-4,-22,8,99,100,-3
O=C(COC(=O)C1CC2C=CC1C2)Nc1cccc(S(=O)(=O)N2CCCCC2)c1 (centres undefined),-10,-4,-6,-3,104,0,8,9,103,104,-1
O=C(Nc1nc(-c2ccncc2)cs1)C1COc2ccccc2O1 (centres undefined),-5,2,1,-4,100,-2,7,2,98,93,1
O=C(CSc1ccccn1)N/N=C/c1c[nH]c2ccccc12,0,0,0,0,109,-5,-8,-2,103,104,-4
Cc1ccc(/C=N/NC(=O)CNC(=O)c2cccc([N+](=O)[O-])c2C)o1,-2,-4,-3,-3,91,0,-37,1,91,98,0
COc1ccc(NC(=O)COC(=O)Cn2nnc3ccccc32)cc1,-8,-4,-5,-1,97,-7,-2,-21,101,101,-7
NS(=O)(=O)c1cccc(NC(=O)c2cccs2)c1,.,.,.,.,98,.,-29,0,?,96,.
O=C(COc1ccc(N2C(=O)c3ccccc3C2=O)cc1)c1ccccc1,-3,-2,0,0,98,2,-1,-5,99,98,0
COC(=O)c1c(C)cc(OC(C)=O)c(C)c1OC(C)=O,-10,-2,6,-2,105,-4,1,13,99,102,-7
CC#CC(=O)N1CCC(CCc2ccccc2)(C(=O)OCC)CC1,-3,-1,-1,0,105,-6,-30,14,101,104,-5
Cc1ccccc1C(=O)c1cccn1CC(=O)NCc1ccccc1,-2,-1,-3,0,105,-3,4,1,103,105,-6
COc1ccc(OC)c(-n2nnnc2SCC(=O)O)c1,2,-1,4,1,99,1,-10,9,98,101,2
O=C(O)c1cccc(CSc2nnc(Cc3ccccc3)o2)c1,-3,-5,-1,-1,96,0,-6,16,96,101,0
Cc1cc(C)cc(N(CC(=O)NC(C)(C)C)C(=O)CNC(=O)c2cccs2)c1,-1,0,-1,-1,101,-4,-16,5,101,104,-6
O=C(COc1ncnc2c(Cl)cc(Cl)cc12)NCCC1=CCCCC1,-5,0,4,0,99,-5,-14,.,99,100,-17
Cc1ccc(S(=O)(=O)NCCC(=O)O)cc1,-32,-95,-7,3,105,-15,-45,-7,100,102,-10
Cc1cc(C)n(-c2nc(SCCN(C)C)c3c4c(sc3n2)COC(C)(C)C4)n1,-3,-3,-4,-3,107,-2,-25,15,103,103,-1
O=C(Nc1cc(Cl)ccc1Cl)c1noc2c1CCCC2,.,.,.,.,88,.,-53,14,?,91,.
O=C(CC1CCCC1)NCCc1cn2ccccc2n1,-4,0,-2,1,105,-7,-23,19,102,107,-11
COc1ccc(NC(=O)/C=C/c2ccccc2[N+](=O)[O-])c(OC)c1,-12,-4,-11,-6,99,-6,-4,21,99,99,-17
Cc1cc(C(=O)N2CCN(Cc3ccc4c(c3)OCO4)CC2)on1,-6,-1,-6,-2,100,-4,8,-15,102,101,-2
COCCn1ccc(O)c(Cc2ccccc2)c1=O,-10,-2,-7,-3,102,-7,-13,1,103,101,-16
COc1ccc(NC(=O)Cn2cc(C#N)c3ccccc32)cc1,-5,0,-2,-5,96,-1,-31,14,?,98,-3
CCOC(=O)C1=C(O)C(=O)N(CCCn2ccnc2)C1c1ccc(OC)cc1 (centres undefined),1,2,-4,0,102,5,-33,3,103,100,5
CCS(=O)(=O)c1ccc2oc(=O)c(/C=C(\O)c3ccc(Cl)cc3)nc2c1,-5,-22,-13,-10,105,-6,-32,9,102,101,0
Cc1onc(-c2c(Cl)cccc2Cl)c1C(=O)NC1C(=O)N2C1SC(C)(C)C2C(=O)O (centres undefined),5,-1,1,-5,110,0,1,12,116,108,2
CCC1SC(CC)C(=O)N(CC(=O)NCCc2ccccc2)C1=O (centres undefined),-1,-24,-16,-8,100,-3,-10,13,100,104,-2
CCOC(=O)c1ccccc1NS(=O)(=O)c1ccccc1F,-2,-1,-1,5,100,4,-8,6,96,98,5
CCCCc1ccc(C(=O)NC(C(=O)O)C(C)C)cc1 (centres undefined),3,-1,0,1,102,0,3,2,98,100,-4
CC(Sc1ncnc2sccc12)C(=O)Nc1ccc(C(N)=O)cc1 (centres undefined),-3,1,-1,0,103,-3,-29,1,104,102,-2
CCc1cc(-c2n[nH]c(=S)n2N)n(C)n1,3,0,-5,0,100,0,-21,-2,96,91,0
C=CCNC(=O)/C(C#N)=C/c1ccc(C(=O)O)cc1,0,3,-2,1,99,1,-20,2,99,102,-4
COc1ccc2c(c1)NC(C)(C)C=C2C,0,0,0,2,101,2,-4,22,?,103,0

# Screening results as filed in PubChem BioAssay.
